Source: PubChem BioAssay (The Scripps Research Institute Molecular Screening Center)
TbREL1 inh – TbREL1 RNA ligase inhibitors, primary screen, biochemical, FRET fluorescence | AID 1117264, 2014 | TbREL1 RNA ligation | inhibition, % at 9.66 µM | RNA-editing ligase 1, mitochondrial (Trypanosoma brucei brucei), P86926 | 89,000 tested, 0.49% active;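 active = inhibition above the mean inhibition across all screened compounds plus 3 SD, cut at about 11% in these data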;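 also: 0% = plate median of test wells and 100% = NSC42067 control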
Target sequence (P86926 whole entry, looked up): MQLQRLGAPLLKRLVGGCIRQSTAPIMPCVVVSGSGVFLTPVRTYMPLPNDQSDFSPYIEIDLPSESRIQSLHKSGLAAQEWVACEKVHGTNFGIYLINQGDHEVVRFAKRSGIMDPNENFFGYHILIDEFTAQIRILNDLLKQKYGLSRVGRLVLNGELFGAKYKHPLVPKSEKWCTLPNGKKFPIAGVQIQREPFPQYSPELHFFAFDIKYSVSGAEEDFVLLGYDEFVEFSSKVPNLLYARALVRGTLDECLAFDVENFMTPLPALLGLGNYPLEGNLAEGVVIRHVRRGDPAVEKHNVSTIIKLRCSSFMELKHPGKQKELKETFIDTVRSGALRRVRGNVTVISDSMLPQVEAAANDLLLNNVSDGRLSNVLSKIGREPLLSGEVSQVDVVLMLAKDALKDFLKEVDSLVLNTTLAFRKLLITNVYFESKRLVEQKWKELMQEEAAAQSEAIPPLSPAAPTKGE
* hit, by the source's call.

SMILES	TbREL1 inh
Cc1cc(C)c2c(CN3CCN(Cc4ccc5c(c4)OCO5)CC3)cc(=O)oc2c1C	1.4
CCN1CCCCC(NC(C)=O)C1=O (configuration not stated)	9.8
Cc1cccc(NC(=O)C2CC(=O)N(c3ccccc3)C2)c1C (configuration not stated)	5.3
COc1ccc2[nH]c3c(c2c1)CN(C)CC3	-0.4
CCc1ccccc1NC(=O)CSC1=C(C#N)C(c2ccc(O)c(OC)c2)C2=C(CCCC2=O)N1 (configuration not stated)	5.3
C=CCCC(=O)N(C)CCO	1.2
CC(=O)Nc1ccc(S(=O)(=O)Nc2ncccn2)cc1	9.1
COC(=O)CN1C(=O)[C@H]2[C@@H](c3ccc(C)o3)N3C(=O)CN(Cc4ccccn4)C(=O)[C@@]3(C)[C@H]2C1=O	0.4
CCC1(c2ccc(F)cc2)NC(=O)NC1=O (configuration not stated)	0.9
COc1cc(-c2noc(C)c2C#CC2(O)CCCCC2)cc(OC)c1OC	0.5
CCNC(=O)COC(=O)COc1ccc(Cl)cc1C	3.9
Cn1nc(C(F)(F)F)c(C(=O)Nc2ccc(F)cc2)c1Cl	-1.1
O=C(c1ccc(-c2ccccc2)cc1)C1CCCN(C(=O)Cn2cncn2)C1 (configuration not stated)	0.7
CCOc1ncccc1C(=O)Nc1c(C)n(C)n(-c2ccccc2)c1=O	0.8
Cc1cc2c(cc1C)CSC(c1ccccc1O)SC2	0.1
COc1ccc(NC(=O)CCC(=O)Nc2ccc3nc(N4CCOCC4)cc(C)c3c2)c(OC)c1	3.4
O=C(OCCN1C(=O)c2ccccc2C1=O)c1ccccc1	2.3
O=C(c1cn(Cc2ccccc2)nc1-c1ccc(Cl)cc1)N1CCN(c2ccccn2)CC1	2.4
CCCNC(=O)C(Cc1ccc(I)cc1)NC(=O)c1ccc2ccccc2n1 (configuration not stated)	2.1
CCOc1ccc(N2CC(C(=O)NC3CCCC3)CC2=O)cc1 (configuration not stated)	5.0
Cc1cc(N2CCOCC2)c(F)cc1C(=O)c1ccccc1	0.2
O=C(OCc1cn([C@H]2CN(C(=O)C3CCCCC3)[C@@H](c3ccc(Cl)cc3)C[C@@H]2O)nn1)c1ccccc1	1.8
COc1ccc(NCC(=O)Nc2ccccc2C#N)cc1Cl	-3.0
COc1ccccc1NC(=O)CSc1nnc(CNC(=O)COc2ccc(Cl)cc2)o1	-0.2
COc1cccc(CNc2ccc([N+](=O)[O-])c(NCC(=O)O)n2)c1	1.3

Part of the list above, bar-delimited:
SMILES | TbREL1 inh
Cc1cc(C)c2c(CN3CCN(Cc4ccc5c(c4)OCO5)CC3)cc(=O)oc2c1C | 1.4
CCN1CCCCC(NC(C)=O)C1=O (configuration not stated) | 9.8
Cc1cccc(NC(=O)C2CC(=O)N(c3ccccc3)C2)c1C (configuration not stated) | 5.3
COc1ccc2[nH]c3c(c2c1)CN(C)CC3 | -0.4
CCc1ccccc1NC(=O)CSC1=C(C#N)C(c2ccc(O)c(OC)c2)C2=C(CCCC2=O)N1 (configuration not stated) | 5.3
C=CCCC(=O)N(C)CCO | 1.2
CC(=O)Nc1ccc(S(=O)(=O)Nc2ncccn2)cc1 | 9.1

The listing picks up, repeating the two entries before the break.
SMILES	TbREL1 inh
COc1ccccc1NC(=O)CSc1nnc(CNC(=O)COc2ccc(Cl)cc2)o1	-0.2
COc1cccc(CNc2ccc([N+](=O)[O-])c(NCC(=O)O)n2)c1	1.3
CCOC(=O)N1CCN(C(=O)C[C@@H]2C[C@]3(C(=O)OCC)CCC4=C3N(CCC4)C2=O)CC1	5.0
Oc1cccc2c(-c3nn[nH]n3)ccnc12	2.7
Cc1cccc(OCC(=O)OCC(=O)Nc2ccc(Cl)cn2)c1	3.0
Cc1cc(Cl)ccc1OCC(=O)OCC(=O)Nc1cccnc1Cl	-0.6
CC1CCc2nn(CC(=O)N3CCc4ccccc43)cc2C1 (configuration not stated)	-0.1
O=C(COC(=O)c1cnc(Cl)c(Cl)c1)c1ccc(F)cc1	2.6
O=C(COC(=O)c1cc(S(=O)(=O)N2CCOCC2)ccc1F)c1ccccc1	-0.3
O=C(C[C@@H]1C/C=C\C[C@H](Cc2ccc(F)cc2)C(=O)OC[C@@H]2CCCN2C1=O)N[C@H](CO)Cc1ccccc1	-1.4
O=C(CSc1nnc(-c2cccs2)o1)N1CCOCC1	2.1
O=C(COc1ccc(S(=O)(=O)NCc2ccccc2)cc1)NCC1CCCO1 (configuration not stated)	4.4
Cc1oc(-c2ccccc2)cc1C(=O)Nc1cccc2ccccc12	1.1
O=C(Nc1ccc(N2CCN(C(=O)c3ccccc3)CC2)cc1)c1cccnc1	-3.4
CCOC(=O)C1CCN(C(=O)CNS(=O)(=O)c2cccs2)CC1	1.4
O=C(COC(=O)c1cnccn1)c1ccc2c(c1)CCCC2	-0.4
CCOC(=O)c1ccc(NC(=O)c2nc[nH]c2C(=O)N[C@H](C)c2ccccc2)cc1	4.2
CCC(=O)NC(c1cccs1)c1cc([N+](=O)[O-])c2cccnc2c1OC (configuration not stated)	32.8*
O=C(Nc1ccccc1)c1ccccc1NC(=O)c1ccccc1C(=O)O	0.6
COc1ccc(CCN(Cc2cccs2)S(=O)(=O)c2ccc(S(=O)(=O)N3CCC(C)CC3)cc2)cc1OC	1.6
CC(C)(C)C1CCc2c(sc(NC(=O)c3ccco3)c2C(N)=O)C1 (configuration not stated)	1.6
Fc1ccc(-n2c(-c3cccs3)nc3nc4ccccc4nc32)cc1	0.1
c1ccc(-c2nnc(SCc3nc4ccccc4[nH]3)n2Cc2ccco2)nc1	-2.0
Cc1ccc(C(=O)NNC(=O)COC(=O)COc2ccccc2C#N)cc1	-0.9
CCOC(=O)c1sc(NC(=O)CCN2C(=O)c3cccc([N+](=O)[O-])c3C2=O)c(C(=O)OCC)c1C	5.3
C/C=C/C=C\C(=O)Nc1cccc(C2=NOC3(C2)C[C@@H](C(N)=O)N(C(=O)/C(C)=C/C)C3)c1 (some centres not stated)	2.5
Cc1ccc(S(=O)(=O)N2CCCC2)cc1[N+](=O)[O-]	0.9
Further records:
SMILES	TbREL1 inh
O=C(Cc1cccs1)Nc1nc(-c2ccc(F)c(F)c2)cs1	1.7
FC(F)(F)c1cccc(N2CCN(C(=S)NCC3CCCO3)CC2)c1 (configuration not stated)	-7.9
N#CN(CC(N)=O)c1nc(N2CCCCC2)nc(N2CCCCC2)n1	1.0
Cc1ccc(C(CNS(=O)(=O)c2ccc(F)cc2)N2CCN(C)CC2)cc1 (configuration not stated)	0.0
Cc1nc(SCC(=O)Nc2ccc(F)cc2)c(C#N)c(C)c1CC(=O)c1ccc(Br)cc1	5.5
CC(C)(C)N(Cc1ccccc1)C(=O)CN1C(=O)NC2(CCCCCC2)C1=O	-1.3
NC(=O)C1CCN(CC(=O)c2c[nH]c3ccc(F)cc23)CC1	0.5
Cc1ccc(-c2n[nH]c(=O)c3ccccc23)cc1S(=O)(=O)Nc1ccc(F)cc1	1.6
CC(C)N(Cc1ccccc1)C(=O)COC(=O)c1cc[n+]([O-])cc1	-0.7
Cc1ccc(C)c(S(=O)(=O)N2CCCCC2CCNC(=O)C(=O)NCc2ccccn2)c1 (configuration not stated)	0.9
COc1ccc(C(=O)Nc2ccc(N3CCN(C(=O)c4cccs4)CC3)cc2)cc1Br	-5.5
CSc1ccccc1-n1nnnc1SCC(=O)Nc1cc(C)ccc1C	0.7
COC(=O)c1ccc(OC)c(CSc2nnc(-c3ccc(C)cc3)o2)c1	1.8
O=C(CCC(=O)N1CCN(S(=O)(=O)c2ccc([N+](=O)[O-])cc2)CC1)N1CCOCC1	1.9
Cc1ccccc1C(=O)NCC(=O)Nc1ccccc1C(F)(F)F	7.1
COc1ccc(N(C(=O)CNC(=O)c2ccco2)C(C(=O)NC2CCCCC2)c2ccco2)cc1 (configuration not stated)	-2.7
COc1ccc(C(=O)COC(=O)CN2CC(=O)Oc3ccccc32)cc1Br	4.5
CCOC(=O)[C@H]1[C@H]2COc3ccc(Cl)cc3[C@@H]2N2C(=O)CN(CC3CCCO3)C(=O)[C@@]12C (some centres not stated)	-1.5
Cc1cc(NC(=O)c2ccco2)no1	0.2
COC(=O)[C@]12CCCCC=C1N(Cc1cccc3ccccc13)C(=O)[C@H](CC(=O)NCc1cccc(C(F)(F)F)c1)C2	1.6
COc1ccc(NS(=O)(=O)c2cccc(NC(=O)c3cnccn3)c2)cc1Br	-2.8
CCN(CC)S(=O)(=O)c1cc(NC(=O)C(C)OC(=O)c2[nH]c(C)c(C(C)=O)c2C)ccc1C (configuration not stated)	-3.8
CCn1c(-c2cccnc2Cl)nc2cc(Cl)c(Cl)cc21	-2.2
Cc1nc2ccc(C(=O)N3CCN(C(=O)C(C)(C)C)CC3)cc2n1C1CCCC1	-0.3
Cc1ccc2occ(/C=C/C(=O)O)c(=O)c2c1	-1.3

Overlap with the part before: 4 entries, followed by the next part.
SMILES	TbREL1 inh
CCN(CC)S(=O)(=O)c1cc(NC(=O)C(C)OC(=O)c2[nH]c(C)c(C(C)=O)c2C)ccc1C (configuration not stated)	-3.8
CCn1c(-c2cccnc2Cl)nc2cc(Cl)c(Cl)cc21	-2.2
Cc1nc2ccc(C(=O)N3CCN(C(=O)C(C)(C)C)CC3)cc2n1C1CCCC1	-0.3
Cc1ccc2occ(/C=C/C(=O)O)c(=O)c2c1	-1.3
COc1ccc(CN(Cc2ccccn2)C(=O)CN2C(=O)C(C)Oc3ccccc32)cc1 (configuration not stated)	-0.7
COc1ccc(NC(=O)CSc2ncnc3sc(C)cc23)cc1	2.8
O=C(C1=C(O)C(=O)N(Cc2ccco2)C1c1cccc([N+](=O)[O-])c1)c1ccco1 (configuration not stated)	-1.4
O=C(NCc1ccc(F)cc1Cl)C1CC(=O)N(C2CCCCCCC2)C1 (configuration not stated)	0.2
C[C@H]1CN=C(Nc2ccccc2)N1CCC1CCCC1	2.7
CC1Oc2ccccc2C=C1/C=N/NC(=O)[C@@H](C)NC(=O)OC(C)(C)C (some centres not stated)	-2.2
Cc1nnc(C)n1/N=C/c1ccc(C(=O)O)cc1	4.7
CCn1nnc2c(=O)oc3ccccc3c21	0.9
CC1C=CC(C)C(C(=O)O)C1C(=O)O (configuration not stated)	3.3
CSc1cccc(NC(=O)C2C3C=CC4(O3)C2C(=O)N(CCCN2CCOCC2)C4C(=O)NC2CCCCC2)c1 (configuration not stated)	-4.1
O=c1c(-c2ccco2)[n+]([O-])c2ccccc2n1OCc1c(F)cccc1F	3.3
O=C1CC2(CCCC2)Oc2ccccc21	0.1
O=C(NC1CCN(C(=S)Nc2ccc(F)cc2)CC1)c1ccco1	-2.5
Cc1cc(C)cc(N(CCC#N)C(=O)COC(=O)c2ccccc2SCC(=O)N2CCCC2)c1	1.6
Cc1c[n+]([O-])cc(C)c1Oc1ccccc1	-0.4
CC(C)c1ccc(OC(=O)c2ccc3c(=O)n4c(nc3c2)CCC4)cc1	2.2
Cc1ccc(S(=O)(=O)CCC(=O)OCc2ccc(S(=O)(=O)C(C)C)cc2)cc1	2.2
N#Cc1ccc(CN2CCN(C(=O)c3cc(Cl)c4c(c3)OCCO4)CC2)cc1	-0.7
COc1ccc(C(=O)NC(=S)Nc2cccc(Cl)c2N2CCOCC2)cc1[N+](=O)[O-]	-1.6
C=CCNC(=O)COC(=O)COc1ccc(Cl)cc1	-0.8
CCCCCCN1C2=NCCN2c2ccccc21	2.2
OCC[C@@H]1C[C@H](O)[C@@H](O)[C@@]2(CCCO2)O1	0.0
CCCC1CCc2c(sc(N)c2C(N)=O)C1 (configuration not stated)	0.5
c1ccc(CC2CCN(C(c3cccs3)c3nnnn3C3CCCC3)CC2)cc1 (configuration not stated)	0.1
CCCCc1c(C(=O)O)cc(OC)cc1C(=O)O	1.9
Remaining list, next part
SMILES	TbREL1 inh
CC(=O)Nc1ccc(OCC(=O)c2ccc(C)cc2C)cc1	3.6
Cc1cc(C(F)(F)F)nn1CCCNC(=O)c1cnccn1	-0.3
C#Cc1ccc([C@@H]2C=C(C(=O)O)O[C@H](OCc3ccc(CO)cc3)C2)cc1	7.7
CCOC(=O)/C(C#N)=C1/SC(C)C(=O)N1c1ccc(Br)cc1 (configuration not stated)	-2.6
O=C(COc1ccc(Cl)cc1)Nc1ncccn1	-0.3
CC1CN(S(=O)(=O)c2ccc(C(=O)Nc3ccccc3F)cc2)CC(C)O1 (configuration not stated)	0.5
CC1(c2nnc(-c3ccncc3)o2)CC(c2ccc(F)cc2)=NO1 (configuration not stated)	1.5
COc1ccc(N2CCN(C(CNC(=O)C(=O)NCCc3c[nH]c4ccccc34)c3ccco3)CC2)cc1 (configuration not stated)	2.0
CCOC(=O)C1=C(C)NC(=O)NC1/C=C\c1ccccc1 (configuration not stated)	-1.1
COc1ccc(NC(=O)CC2(Cc3ccccc3)CCOC(C)(C)C2)cc1 (configuration not stated)	-3.0
O=C1c2ccccc2C(c2nnnn2Cc2ccccc2)N1CCCN1CCOCC1 (configuration not stated)	1.1
CCOc1ccccc1NC(=O)CSc1nnc(-c2ccco2)n1Cc1ccco1	0.0
CCOC(=O)C1CCN(C(=O)Nc2ccccc2Cl)CC1	-0.5
CC(=O)CCc1ccc(OCC(=O)Nc2cccc(S(=O)(=O)N(C)c3ccccc3)c2)cc1	2.1
CCCCn1c(N)c(NCc2ccccc2OC)c(=O)[nH]c1=O	-1.5
COc1ccc(C(=O)c2ncc(C(F)(F)F)cc2Cl)cc1	-2.3
C/C(=N/NC(=O)CNC(=O)/C=C/c1ccco1)c1ccc(Cl)cc1	-1.7
O=C(Cc1cccc(NC(=O)C2CCN(C(=O)C3CC3)CC2)c1)Nc1cccc(C(=O)N2CCOCC2)c1	-2.9
C=C(C)C(=O)N1CC2(CC(c3cccc(NC(=O)COc4ccc(Cl)cc4)c3)=NO2)C[C@@H]1C(N)=O (some centres not stated)	4.6
O=C(CCN1C(=O)c2ccccc2C1=O)NCc1ccncc1	-2.1
c1ccc(Sc2cnc3ccccc3n2)cc1	1.0
O=C(Nc1ccc2nc[nH]c2c1)c1ccco1	1.0
CN1CCN(CCC(=O)Nc2ccc3c(c2)OCO3)CC1	2.0
COc1cc2c(cc1OC)C(c1ccccc1)CC2=O (configuration not stated)	-2.1
CCOC(=O)c1c(C)oc2c(F)c(F)c(F)c(F)c2c1=O	0.8

This is a subset; the hit share may differ from the screen's.
